Source: PubChem BioAssay (The Scripps Research Institute Molecular Screening Center)
V1aR counter – agonists of human V1a receptor, primary screen, counter-screen for OXTR agonist project, fluorescence, CHO-V1R cells; Vasopressin V1a receptor (Homo sapiens), P37288; Fluo-8 calcium fluorescence, agonist mode; 0% DMSO, 100% 3 nM vasopressin; activation, % at 3 µM; 0.25% of 320,000 active; AID 2797, 2010;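 active means activation above the mean activation of all tested compounds plus 3 SD, per screening run, cut at about 20% in these data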;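 further: signal is peak over basal fluorescence ratio across a 100 second FLIPR read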
Target sequence (P37288 whole entry, looked up): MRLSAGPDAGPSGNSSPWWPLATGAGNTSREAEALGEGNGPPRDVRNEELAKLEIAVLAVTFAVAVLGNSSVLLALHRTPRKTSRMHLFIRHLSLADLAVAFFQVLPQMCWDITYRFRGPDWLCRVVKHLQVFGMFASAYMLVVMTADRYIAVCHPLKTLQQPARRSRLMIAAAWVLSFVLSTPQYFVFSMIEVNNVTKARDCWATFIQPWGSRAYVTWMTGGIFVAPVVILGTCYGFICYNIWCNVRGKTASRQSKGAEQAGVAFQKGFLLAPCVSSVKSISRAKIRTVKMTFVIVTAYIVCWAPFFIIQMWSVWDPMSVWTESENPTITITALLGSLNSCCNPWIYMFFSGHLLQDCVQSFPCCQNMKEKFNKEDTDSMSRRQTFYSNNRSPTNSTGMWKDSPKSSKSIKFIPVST
CHO-K1 Ca antag – M1 antagonist counterscreen hit in parental CHO-K1 cells; ATP-induced calcium, Fluo-8 fluorescence; 0.6% of 360,000 active; inhibition, % at 3 µM;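 active means inhibition above a per-plate cutoff, the plate's mean sample inhibition plus 3 SD, cut at about 24% in these data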;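 further: 0% = DMSO plus EC80 ATP and 100% = DMSO alone without ATP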
TAAR1 agonist – human TAAR1 agonists, primary screen, Fluo-8 calcium fluorescence, CHO RD-HGA16 cells; vehicle wells 0%, saturating PEA agonist 100%; activation, % at 3 µM; 0.99% of 360,000 active;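 active means activation above the mean activation of all test compounds in the run plus 3 SD, cut at about 38% in these data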
Target sequence (Q96RJ0 whole entry, looked up): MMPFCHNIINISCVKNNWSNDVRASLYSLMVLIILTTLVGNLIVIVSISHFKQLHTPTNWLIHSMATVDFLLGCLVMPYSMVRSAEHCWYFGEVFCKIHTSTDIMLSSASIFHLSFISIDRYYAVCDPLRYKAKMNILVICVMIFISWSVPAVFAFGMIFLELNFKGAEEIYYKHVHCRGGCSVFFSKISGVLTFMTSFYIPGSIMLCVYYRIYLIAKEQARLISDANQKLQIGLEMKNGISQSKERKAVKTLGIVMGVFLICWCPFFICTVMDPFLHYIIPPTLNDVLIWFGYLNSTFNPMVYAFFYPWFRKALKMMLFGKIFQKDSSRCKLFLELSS
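test system = CHO RD-HGA16 cells carrying human TAAR1 plus Gα16 | schedule = 17-24 h seeding, 75 min 37 °C dye, 30 min RT | compound dosing = 3 µM single concentration | control set = DMSO and PEA EC100 | replicates = n 1 | signal = Fluo-8 fluorescence, 5 s baseline then 140 s kinetic read | measure = percent activation vs PEA EC100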
CHRM1 agonist – human M1 muscarinic receptor agonists, primary screen, Fluo-8 calcium fluorescence, CHO-K1 cells, HTS; AID 588814, 2011; CHO-K1 hM1, agonist mode; 0% DMSO, 100% acetylcholine EC100; 0.33% of 360,000 active; activation, % at 3 µM;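 active means activation above the run's mean compound activation plus 3 SD, cut at about 16% in these data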;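 further: peak over basal fluorescence ratio within a 140 s kinetic read after compound addition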
TAAR1 antagonist – human TAAR1 antagonists, primary screen, Fluo-8 calcium fluorescence, CHO RD-HGA16 cells. Trace amine-associated receptor 1 (Homo sapiens), Q96RJ0. antagonist. inhibition, % at 3 µM. 1.5% of 360,000 active. AID 624466, 2012;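 active means inhibition above a per-plate cutoff, the mean inhibition of test compounds on that plate plus 3 SD, cut at about 49% in these data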;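 further: 0% = DMSO plus EC80 beta-PEA response and 100% = DMSO alone without agonist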
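System: RD-HGA16 CHO cells with stable hTAAR1 and Gα16 | Probe or stimulus: EC80 β-phenethylamine stimulus | Dosing: 3 µM, single point | Times: Dye loading 75 min at 37 °C, then 30 min room temperature | Measured by: Fluo-8 calcium-sensitive fluorescence | Read-out basis: % inhibition of agonist calcium response | Replicates: n of 1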
M1 PAM parental – nonselective calcium activators in parental CHO-K1 cells, primary screen, counter-screen for M1 PAM project, cell-based, Fluo-8 calcium fluorescence, full deck, 1536-well | 0.02% of 360,000 active | ATP EC20; 0% at ATP EC20, 100% at ATP max | activation, % at 3 µM;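 active means activation above the run cutoff, the mean activation of all test compounds plus 3 SD, cut at about 40% in these data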;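 further: peak over basal fluorescence ratio in a 140 s read after ATP addition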
M1 ag parental – counter-screen for M1 agonists: effect in parental CHO-K1 cells; activation, % at 3 µM; Fluo-8 calcium fluorescence; scaled to maximal ATP response, vehicle zero; 0.48% of 360,000 active; in the data active means activation above about 15%;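 further: untransfected CHO-K1 host cells lacking M1 receptor as counterscreen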
OXTR potentiator – human OXTR potentiators, primary screen, fluorescence, CHO-OTR cells, Fluo-8 calcium. Oxytocin receptor (Homo sapiens), P30559. Fluo-8 calcium fluorescence, potentiator mode; 0% = oxytocin EC15, 100% = EC100. activation, % at 3 µM. 0.061% of 320,000 active;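 active means activation above that plate's cutoff, the mean activation of tested compounds plus 3 SD, cut at about 6.6% in these data, passing the limit was not always enough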;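 further: 100% uses oxytocin at 75 nM as the full agonist control; some results filed as inactive read as strong as hits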
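System: human OTR in CHO cells / Also added: sub-maximal oxytocin, roughly EC15 / Control set: EC15 oxytocin low, 75 nM oxytocin high / Schedule: 6 min compound pre-incubation at room temperature, 100 s kinetic read / Compound: single-point 3.0 µM / Replication: singlicate / Technique: Fluo-8 calcium dye fluorescence / Read-out basis: % activation of max/min ratio relative to oxytocin controls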
CHO parental Ca – ATP-evoked calcium signal inhibitors, parental CHO, primary screen, counter-screen for OX1R antagonist project, cell-based, fluorescence, Fluo-8 calcium dye. parental CHO-K1, ATP-induced calcium, Fluo-8 fluorescence. inhibition, % at 5.6 µM. 0.63% of 330,000 active;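 active means inhibition above that plate's mean sample inhibition plus 3 SD, cut at about 26% in these data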;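 further: 0% = ATP-challenged DMSO wells and 100% = DMSO wells without ATP; some compounds past the cut are filed as inactive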
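Assay system – parental CHO cells · Reagent – ATP stimulus · Detection – intracellular calcium via Fluo-8 no-wash fluorescent dye · Evaluation – percent inhibition of ATP-evoked calcium rise, normalized to controls · Controls – ATP wells versus no-ATP DMSO wells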
Active calls of the source: *; / = no result given.

The line under a structure holds: OXTR potentiator	V1aR counter	CHRM1 agonist	M1 PAM parental	CHO-K1 Ca antag	TAAR1 agonist	TAAR1 antagonist	CHO parental Ca	M1 ag parental
COc1ccc(CCC(=O)O)c(C(CC(=O)O)C(=O)O)c1OS(=O)(=O)c1ccc(C)cc1 (centres undefined)
 : /	/	-3	18	-16	2	-25	/	0.7
O=C(CN1CCN(CC(=O)Nc2cccc(F)c2)CC1)NCC1(N2CCOCC2)CCCCC1
 : -4	0.1	-2	-6	-5	21	-4	-22	0.3
NS(=O)(=O)c1cc([N+](=O)[O-])ccc1NCc1cccnc1
 : -6	0.9	-3	-10	4	2	-6	5	0.2
CCN(CC(=O)Nc1c(F)cccc1F)C(=O)c1ccc2ccccc2n1
 : 4	0.3	2	-24	1	0	-9	-7	0.5
COc1ccc2c(C)cc3n[nH]c(=S)n3c2c1
 : 5	0.5	-4	14	-7	0	-11	-10	-0.5
CCOC(=O)c1cc(OC)c2cccc(CN3CCC(C)(C(=O)NCCOC)C3)c2c1 (centres undefined)
 : /	/	-1	6	2	/	/	/	1.0
CCN1C(=O)N[C@H](c2ccc(Br)cc2)C(C(C)=O)=C1C
 : -4	1.0	-7	16	-12	11	13	-13	1.6
CC(=O)Oc1ccc(CC(C(=O)O)N2C(=O)c3ccccc3C2=O)cc1 (centres undefined)
 : -18	0.3	-3	4	-13	6	-4	-6	1.6
CCC(=O)N1CCc2cc(Br)cc(S(=O)(=O)CCC(=O)NCCOC)c21
 : -4	0.7	-4	15	-9	2	17	-12	1.2
O=C1c2ccccc2C(=O)C1(CO)c1ccc(OC(F)F)cc1
 : -2	0.5	-3	-24	8	0	-22	2	0.0
O=C(CSc1nc2ccccc2c(=O)n1CCCO)Nc1ccc2c(c1)OCCO2
 : /	/	-3	7	-2	2	-19	/	0.8
O=CN1CCN(C(C(=O)NC2CCCCC2)c2ccc(Cl)cc2)CC1 (centres undefined)
 : -4	-0.5	-3	17	-15	1	-14	-14	1.7
CC(=O)Nc1ccc(NC(=O)C2CCN(S(=O)(=O)c3ccc4c(c3)OCCO4)CC2)cc1
 : -6	-0.4	-4	-6	-2	4	13	3	-0.6
CC(=O)Nc1ccc(N(C(=O)Cc2c[nH]c3ccccc23)C(C(=O)NC2CCCCC2)c2ccco2)cc1 (centres undefined)
 : -6	-1.2	-6	24	-6	2	5	-25	0.8
CNC(=S)NNC(=O)Cc1ccc(OC)cc1
 : -9	-2.2	-2	20	-18	2	4	6	0.8

Compound profiles (already shown). Order of screens: OXTR potentiator	V1aR counter	CHRM1 agonist	M1 PAM parental	CHO-K1 Ca antag	TAAR1 agonist	TAAR1 antagonist	CHO parental Ca	M1 ag parental
Entry for CCN1C(=O)N[C@H](c2ccc(Br)cc2)C(C(C)=O)=C1C = -4	1.0	-7	16	-12	11	13	-13	1.6
Entry for O=C1c2ccccc2C(=O)C1(CO)c1ccc(OC(F)F)cc1 = -2	0.5	-3	-24	8	0	-22	2	0.0

Other entries.
The line under a structure holds: OXTR potentiator	V1aR counter	CHRM1 agonist	M1 PAM parental	CHO-K1 Ca antag	TAAR1 agonist	TAAR1 antagonist	CHO parental Ca	M1 ag parental
COC(=O)c1c(C(=O)OC)c(-c2ccc(C(C)(C)C)cc2)n2c1CS(=O)C2 (centres undefined)
 : -3	0.9	-3	4	6	9	-9	-2	1.1
COc1cccc2cc(-c3nnc(SCC(=O)NCc4ccccc4)n3C)oc12
 : -4	-1.3	-1	-4	8	1	2	-26	0.3
Cc1nn(CC(=O)Nc2ccccn2)c(C)c1Br
 : -12	0.0	-5	21	-13	1	7	-9	0.6
CCOc1ccc(NC(=O)CN(C)C(=O)C2CC(=O)N(c3cccc(SC)c3)C2)cc1OCC (centres undefined)
 : /	/	-6	-6	-8	-3	10	/	-0.2
CCCCOCCCNC(=O)c1ccccc1OCC
 : 5	-0.4	-1	8	-16	2	-8	-15	-0.2
CCOC(=O)C1(C)CCCCCN1C(=O)c1ccc(N(C)C)cc1 (centres undefined)
 : /	/	-3	26	-26	1	-18	/	0.0
CN1CCN(C(=O)C2CCCN(S(=O)(=O)c3ccc(Cl)cc3)C2)CC1 (centres undefined)
 : -7	2.2	1	14	-3	1	-4	-21	0.1
O=C(c1ccccc1)N1CCN(CC(O)COc2ccc(Br)cc2)CC1 (centres undefined)
 : -17	5.9	-8	-1	1	4	-19	-3	2.2
CC(NC(=O)CCN1C(=O)c2ccccc2C1=O)c1ccccc1 (centres undefined)
 : 2	0.7	-3	8	-3	3	12	-5	0.1
CCCCCC(=O)N1C[C@@H](n2cc(-c3ccc(F)cc3)nn2)[C@H](O)C[C@@H]1c1ccc(Cl)cc1
 : /	/	-3	-5	7	2	41	/	0.5
COc1cc(NC(=S)NCCCO)c(OC)cc1Cl
 : -13	1.0	-7	21	-10	0	12	0	0.3
O=C(c1ccccn1)N1CCN(c2ccc(C(F)(F)F)cn2)CC1
 : -3	3.0	-2	-1	5	11	-6	-5	1.7
CCN(CC)CCSc1nc2ccccc2c(=S)n1-c1ccccc1
 : -2	1.3	/	/	/	19	-10	-18	/
COc1ccc2cc(Br)ccc2c1CC(=O)NC1CC(C)(C)NC(C)(C)C1
 : 0	-0.4	-6	0	7	14	0	-10	-0.3
COc1ccc(C(=O)Nc2cc3c(cc2Cl)OCCCO3)cc1
 : -4	0.1	4	14	-2	-2	-3	-15	1.4
CCOCCCNCc1cccc(OC)c1
 : -2	0.5	-3	24	-3	4	-3	-5	0.6
O=C(NCCCN1CCOCC1)C(=O)c1c[nH]c2ccccc12
 : -9	0.2	-4	3	-7	4	-10	-7	0.1
CC1OC(C(C)(C)C)CC2=C1C(=O)OC(C)(C)O2 (centres undefined)
 : /	/	/	10	-9	0	5	/	0.8
CCN(C)C1CN(Cc2cn(Cc3ccc(Cl)cc3)nn2)S(=O)(=O)C1 (centres undefined)
 : /	/	/	10	-16	5	-8	/	0.8
COc1cccc(N2CCN(CC(=O)Nc3nc(C)c(C(=O)N(C)C)s3)CC2)c1
 : -2	0.6	-3	9	-9	12	-16	2	0.2
Cc1cc(C(=O)c2ccccc2)c(NC(=O)CCl)s1
 : -1	-1.7	-7	-2	-3	0	30	-10	-0.1
COc1ccc(NC(=O)CSc2nc3sc4c(c3c(=O)n2-c2ccc(OC)cc2)CCN(C)C4)cc1
 : -8	-0.3	-5	2	-3	0	-17	-18	-0.3
COc1ccc(CCNC(=O)COc2cc(=O)n(C)c3ccccc23)cc1OC
 : -5	-1.3	-7	22	-13	5	2	12	0.5
COC(=O)c1ccc(CSc2ncnc3c2nnn3-c2ccc(OC)cc2)o1
 : -1	0.5	-3	20	-6	-2	4	-11	0.8
CC(C)c1ccc(OCC(O)CN2CCCC2)cc1 (centres undefined)
 : /	/	-9	-20	15	7	-27	/	0.4
CC(C)=CC(=O)Nc1nnc(-c2ccccc2)s1
 : 6	1.6	-4	23	-8	10	-14	-10	0.7
Cc1occc1C(=O)N1CCN(C(=O)C2CCCO2)CC1 (centres undefined)
 : 1	0.5	-1	5	7	1	17	7	-0.5
CCOC(=O)CCC(=O)N1CCOCCN(C(=O)CCC(=O)OCC)CCOCC1
 : -8	0.6	-4	15	-12	0	4	-12	0.2
CC(=O)c1ccc(NC(=O)c2cn(-c3ccccc3)nc2-c2ccncc2)cc1
 : -17	0.0	-2	-11	17	2	-6	-11	-0.1
C/C=C(/C)C(=O)OC1CC(C)(C)C[C@H]2C3=CC[C@@H]4[C@@]5(C)CCC(O[C@@H]6O[C@@H](C(=O)O)[C@@H](O)C(O[C@@H]7OC[C@H](O)[C@@H](O)[C@@H]7O[C@@H]7OC(CO)C(O)[C@@H](O)[C@@H]7O)C6O[C@@H]6OC(CO)C(O)C(O)C6O)[C@@](C)(CO)[C@@H]5CC[C@]4(C)[C@]3(C)CC(O)[C@@]12CO (some centres undefined)
 : -12	22*	62*	-22	49*	/	/	101*	67*
CN(C)C1N(C(=O)c2ccccc2)N=C2c3ccccc3S(=O)(=O)N21 (centres undefined)
 : -1	-0.1	-5	4	3	0	4	-13	-0.3
Cc1ccc(C)c(C(=O)COc2ccccc2[N+](=O)[O-])c1
 : 0	-1.8	-8	25	-8	2	5	-13	0.0
O=C(NCc1cccnc1)c1ccc(-c2cc(Cl)ccc2Cl)o1
 : -16	2.1	-6	21	-8	33	-19	-17	1.2
CC(C)CC(=O)N1CCN(C(=O)c2ccc(F)cc2)CC1
 : -2	0.3	-2	9	-8	5	-8	-4	0.3
O=C(O)c1ccc(NS(=O)(=O)c2cccc(C(=O)Nc3ccc([N+](=O)[O-])cc3)c2)cc1
 : -4	0.2	-2	0	9	2	-23	-2	-0.2
CNS(=O)(=O)c1cccc(C(=O)OC2CCOC2=O)c1 (centres undefined)
 : -9	0.8	1	17	-2	5	-3	-14	3.5
O=C1C2C3C=CC(C4CC34)C2C(=O)N1CCc1ccccc1 (centres undefined)
 : -14	1.1	-9	5	-1	3	-8	-9	0.7
C#CCN(C[C@@H]1[C@@H](OC(=O)NC2CCCC2)[C@@H](OC(=O)NC2CCCC2)Cn2c(=O)ccc(=O)n21)S(=O)(=O)c1ccc(C)cc1
 : /	/	-9	25	-17	-1	-2	/	0.9
CC(=O)NC1(C2CCCCC2=O)CCCCC1 (centres undefined)
 : -10	-0.3	-3	1	-5	13	-15	-16	-0.3
Cn1c(=O)cc(OCC(=O)Nc2ccccn2)c2ccccc21
 : -1	0.1	1	-4	12	8	2	4	0.1
CC1(C(=O)NS(=O)(=O)Cc2ccccc2C(F)(F)F)CCN1C(=O)Cc1ccccc1 (centres undefined)
 : /	/	-1	3	10	0	5	/	0.3
Cc1ccc(C(=O)/C=C/c2cn(CN3CCN(C)CC3)c3ccccc23)cc1
 : -4	0.3	0	12	-29	3	7	-20	1.0
CC1(C)COC(/C=C/c2cccc([N+](=O)[O-])c2)=N1
 : -5	4.1	-6	13	2	5	2	6	3.8
N#Cc1c(-c2cccnc2)cc(-c2ccccc2)nc1N
 : -5	-1.0	2	12	-7	3	-10	-19	2.3
